# Nrf2 ARE act: activators of Nrf2 (ARE) signaling | AREc32 ARE-luciferase reporter (MCF7-derived line), luminescence, 24 h | Potency, µM (highest dose often 46.1 µM), for the others: at the highest dose activation, hits mostly activators | 0.31% of 410,000 active | AID 624171; further: potency means the concentration at half of the fitted maximal effect; % of control where 0% means no effect; nearly all actives have a fitted effect of over 65% in size
#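 Cells of the AREc32 ARE-luciferase line are plated in OPTI-MEM containing 5% FBS and left overnight at 37 deg C. Compounds are pinned in, incubation continues 24 hr, and firefly luciferase signal is then measured.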
# MCF10A rerep: DNA re-replication induction in MCF 10a cells; MCF 10A DNA re-replication, Hoechst nuclear intensity, 48 h; Potency, µM (titrated, usually from 46.1 µM), for inactives: at the top dose activity, positive = re-replication, actives largely listed as activators; 2.9% of 350,000 active; AID 624296; further: potency means the concentration at half of the fitted maximal effect; % of control where 0% means no effect; nearly all actives have a fitted effect of over 50% in size
# A549 viability: kills or reduces viability of A549 cells in Nrf2 counter-screen; A549 ARE-Fluc cells, CellTiter-Fluor viability, 18-24 h; Potency, µM (series often up to 46 µM), inactives show top-dose activity change, negative = cytotoxicity, most hits filed as inhibitors; 0.16% of 390,000 active; AID 504648; further: potency means the concentration at half of the fitted maximal effect; on the % scale 0 is the no-effect control and ±100 the full control effect
#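 A549 ARE-Fluc cells in 5% FBS OPTI-MEM, 5000 cells/well, rested 2 h then exposed to compounds in concentration-response for 18-24 h at 37 °C. Viability by CellTiter-Fluor fluorescence (Ex 405/Em 525) after 30 min; luciferase luminescence (BugLite, 15 min, RT) read afterwards.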
# IL-1B inflam inh: inflammasome signaling inhibition, IL-1 beta readout | 4.7% of 360,000 active | activity change, % at 57.5 µM | THP-1 LPS/ATP IL-1B secretion, AlphaLISA, 16 h; active compounds read low; in the data active means activity change below about -50%; inconclusive means mostly about -30% to -49%; further: on the % scale 0 is the no-effect control and ±100 the full control effect
#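 Secreted IL-1B measured by AlphaLISA bead assay after 16 h compound exposure of THP-1 cells; compounds (final up to 57.5 uM) added 1 h before LPS (250 ng/mL) and ATP (1.25 mM) stimulation; lower signal means less secretion.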
# ATXN2 expr inh: inhibitors of ATXN2 expression; 0.72% of 360,000 active; AID 1745845; HEK-293 ATXN2-luciferase reporter, luminescence, 24 h; Potency, µM (series often up to 57 µM), for the others: at the highest dose activity change, negative = inhibition, hits mostly inhibitors; further: potency means the concentration at half of the fitted maximal effect; on the % scale 0 is the no-effect control and ±100 the full control effect; nearly all actives have a fitted effect of over 55% in size
#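 ATXN2-luciferase reporter cells (luciferase flanked by upstream and downstream ATXN2 gene portions) were treated 24 h at 37 °C with compounds at up to 57 uM. SteadyGlo luminescence gave expression; GF-AFC fluorescence gave viability.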
# TGFb inhibitor: blocks TGF-b signaling; HepG2 CAGA-GFP TGF-b/SMAD3 reporter, GFP fluorescence, 18 h; TGF-beta stimulated, 500 pg/mL final; Potency, µM (doses to about 46.1 µM), for the others: top-dose activity, negative = inhibition, usual class: inhibitors; AID 588855; 1.2% of 410,000 active; further: potency means the concentration at half of the fitted maximal effect; on the % scale 0 is the no-effect control and ±100 the full control effect; nearly all actives have a fitted effect of over 65% in size
#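 TGF-beta reporter screen: HEPG2 CAGA-GFP, 1% FBS, 500 pg/mL TGF-beta final, 18 h; per-cell GFP summed per well; curves fitted and categorized by class.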
# ATXN viability: reduces viability in counter-screen for ATXN expression inhibitors; Potency, µM (series often up to 56.7 µM), most hits filed as cytotoxic; 0.49% of 400,000 active; S2 cells (HEK-293 line with an ATXN2-luciferase reporter) viability, CellTiter-Fluor protease fluorescence, 24 h; further: potency means the concentration at half of the fitted maximal effect; nearly all actives have a fitted effect of over 40% in size
# Nrf2 block: Nrf2 pathway inhibition; A549 ARE-Fluc reporter, luciferase luminescence, 18-24 h; Potency, µM (top dose mostly 46 µM), for the others: at the highest dose activity change, negative = inhibition, actives largely listed as inhibitors; 2.1% of 360,000 active; further: potency means the concentration at half of the fitted maximal effect; on the % scale 0 is the no-effect control and ±100 the full control effect; nearly all actives have a fitted effect of over 60% in size
#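 Nrf2 function is reported as luminescence of an ARE-controlled luciferase in A549 cells. Compounds were tested at several concentrations, and a CellTiter-Fluor read on the same wells flagged cytotoxicity.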
# HepG2 viability: counter-screen for TGF-b inhibitors: cytotoxicity in HepG2 cells; AID 588856; HepG2 CAGA-GFP viability, ATP luminescence, 18 h; 0.76% of 410,000 active; Potency, µM (doses to about 46.1 µM), for inactives: at the top dose activity change, negative = cytotoxicity, usual class: cytotoxic; further: potency means the concentration at half of the fitted maximal effect; some results filed as inactive show a strong effect at the top dose
#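 HepG2 CAGA-GFP cells (1000/well, DMEM with 1% FBS) received compound, then TGF-beta at 500 pg/mL final, and were incubated 18 hours at 37 degrees C. Viability was read by CellTiter-Glo luminescence. Media-only wells were set as complete cell-killing and DMSO as no toxicity.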
# Numbers without * were called inactive; i = inactive; u = inconclusive; x = not tested or not shown; [ ] = remark or other dose. Unless noted, the call rests on the fitted dose curve; in most records, active means well fitted curve in the direction sought with a large enough effect; inconclusive means small, poorly fitted or top-dose-only effect, or another doubt; inactive means no such curve, though single readings can be large; an effect the other way counts as inactive or inconclusive.
SMILES,Nrf2 ARE act,MCF10A rerep,A549 viability,IL-1B inflam inh,ATXN2 expr inh,TGFb inhibitor,ATXN viability,Nrf2 block,HepG2 viability
C=CCC[C@H](Cc1ccc(F)cc1)C(=O)OC[C@H](C)NC(=O)[C@H](CC=C)CC(=O)NCCO,-0.8%,7%,0%,-11,0%,2%,i,3%,-7%
CCC(C(=O)Nc1ccccc1C(=O)OC)n1c(C)c2cnn(-c3ccccc3)c(=O)c2c1C (stereo not given),0.9%,x,-1%,x,-10%,-27%,i,u,-1%
COc1cc(C(C(=O)NC2CCCCC2)N(C(=O)Cc2c[nH]c3ccccc23)c2ccccc2C)cc(OC)c1OC (stereo not given),2.1%,17%,-7%,u,6%,u,u,15%,1%
COc1ccc(Cl)cc1NC(=O)CSc1nc(-c2ccccc2)cc(=O)[nH]1,9.6%,u,-1%,80,-47%,u,u,2%,-30%
O=C(CN1C(=O)NC2(CCc3ccccc32)C1=O)c1ccccc1 (stereo not given),-0.1%,6%,8%,15,-4%,0%,i,5%,-24%
CCN(Cc1ccncc1)C(=O)c1ccc2c(c1)S(=O)(=O)c1ccccc1C2=O,5.9%,u,10%,-25,-6%,-6%,i,u,-16%
COc1ccc(-n2c(SCC(=O)Nc3ccc(NC(C)=O)cc3)nc3ccccc3c2=O)cc1,0.2%,2%,-12%,-3,-6%,7%,u,-17%,0%
O=C(CCC(=O)OCC(=O)c1ccc(Cl)cc1)NC1CCCCC1,-0.4%,-1%,9%,-13,-4%,3%,i,u,-16%
Cc1cc(S(=O)(=O)N2CCCCC2CCNC(=O)C(=O)NCc2cccnc2)ccc1F (stereo not given),-0.7%,17%,-4%,-3,-10%,1%,i,-3%,-16%
Cc1ccc(C(C(=O)NC(C)(C)C)N(CCCN2CCOCC2)C(=O)c2ccc(-c3ccccc3)[nH]2)o1 (stereo not given),0.4%,0%,-2%,49,x,5%,i,9%,-1%
CCOc1ccccc1C(=O)OCC(=O)NCCc1ccc(OC)cc1,-0.3%,u,-1%,-2,4%,-3%,u,6%,8%
COc1ccc2c(c1)-c1nc(NC(=O)c3cccc(Br)c3)sc1CC2,3.7%,x,-8%,x,x,-26%,x,u,-35%
CO/N=C\CC(=O)Nc1ccc(Cl)c(Cl)c1,-0.9%[9.22 µM],16µM*,-3%,11,-11%,-6%,i,-9%,-2%
CCOC(=O)c1c(/N=C/C2=C(O)CC(C)(C)CC2=O)sc(C(C)=O)c1C,3.3%,16%,2%,-8,-1%[11.3 µM],0%,i,u,-31%
COc1cc(NC(=O)CN2C(=O)c3ccccc3Sc3ccc(C(=O)N4CCOCC4)cc32)cc(OC)c1OC,3.3%,0%,-11%,-4,-8%,0%,i,2%,10%
CCC(=O)Nc1nnc(SCCOC)s1,1.9%,8%,0%,-6,6%,6%,i,-13%,-5%
CC(=O)Nc1ccc(-c2ccnc3c2CC(C(=O)Nc2ccc(C(C)C)cc2)O3)cc1 (stereo not given),1.1%,x,x,-23,-27%,u,i,x,13%
O=C(CS(=O)(=O)Cc1ccccc1)N1CCN(c2ccccc2F)CC1,-0.5%,9%,-1%,-9,4%,10%,i,5%,6%
CCOc1ccccc1OCCCCN1CCCC1,2.7%,1%,3%,0,6%,-5%,i,5%,-3%
Cc1cc(NS(=O)(=O)c2ccc(NC(=O)/C=C/c3ccco3)cc2)nc(C)n1,0.0%,-13%,5%,18,-3%,11%,i,7%,6%
Cc1nc2ccc(NC(=O)NCCO)cc2s1,0.1%,0%,1%,9,13%,3%,i,u,2%
COc1cc(NC(=O)c2cc(C)nc3ccccc23)cc(OC)c1OC,0.4%,25%,-5%,26,-1%,8%,i,0%,-1%
COc1cccc(N2CCN(C(=O)c3cc4ccc(OC)cc4[nH]3)CC2)c1,0.0%,5%,-1%,-20,-29%,u,i,2%,-32%
COc1ccccc1NC(=O)/C(=C\c1cccs1)NC(=O)c1ccco1,0.5%,-3%,-5%,5,-17%,-1%,i,-1%,2%
CCCC(O)c1nc2ccccc2n1CCCCOc1ccc(OC)cc1 (stereo not given),5.5%,x,6%,x,u,u,u,u,-21%
COc1cc(NC(=O)Cn2c([N+](=O)[O-])cnc2C)c(OC)cc1Cl,0.0%,9%,-2%,4,4%,14%,i,u,7%
COc1cc(/C=C/c2[nH]c(=O)[nH]c(=O)c2[N+](=O)[O-])cc([N+](=O)[O-])c1O,-0.5%,0%,16µM*,17,x,-3%,u,3%,-7%
CCC(=O)n1nc(-c2ccc(Cl)cc2)nc1N,6.8%,u,6%,-14,-5%,4%,i,5%,-8%
Cc1cc(/C=N/NC(N)=S)c(C)n1-c1ccc(Cl)cc1,8.8%,8.2µM*,-9%,27,-8%,u,u,-26%,-61%
CCOc1ccccc1-c1cc(-c2n[nH]c(=S)n2CC)c2ccccc2n1,4.5%,31%,4%,9,68%[activator],u,i,17%,-8%
CCC1CCC2(CC1)NC(=O)N(CC(=O)Nc1cc(C)on1)C2=O (stereo not given),0.1%,u,-1%,8,-4%,-21%,i,11%,-17%
Cc1cccc(NC(=O)CCCCCN2C(=O)[C@@H]3Cc4ccccc4CN3C2=O)c1,-0.2%,-6%,-3%,6,9%,-11%,i,-14%,-20%
Cc1cccc(C2NC(c3cccc(C)c3)C(C)C(=O)C2C)c1 (stereo not given),-1.8%,1%,6%,21,x,-15%,i,2%,-13%
CC(C)CC1Nc2ncnc(N3CCOCC3)c2N(Cc2ccc(Br)cc2)C1=O (stereo not given),0.6%,19%,-2%,10,3%,u,i,12%,-1%
CCn1c2ccccc2c2nnc(SCC(=O)Nc3ccccc3OC)nc21,3.0%,x,6%,x,x,0%,x,x,-2%
Cn1c(=O)c2c(SCC(=O)NCC3CCCO3)nc(-c3ccccc3Cl)nc2n(C)c1=O (stereo not given),-0.3%,1%,-14%,-29,-5%,-9%,i,-10%,-1%
O=C(N/N=C/c1ccccc1O)C1CCCC1,-1.6%,-1%,1%,83,u,u,i,23%,-35%
CCN(CC)CCCn1c(=S)[nH]c2cc(OC)c(OC)cc2c1=O,3.0%,5%,-2%,-7,-4%,-9%,i,7%,-2%
COc1ccc2c(c1)c(C(=O)CN1CCN(C(=O)c3ccco3)CC1)c(C)n2C,0.8%,u,-20%,9,2%,5%,i,-8%,-2%
Cc1ccc(S(=O)(=O)N(C)c2ccc3ccccc3c2)cc1,-0.9%,29%,-2%,49,-31%,-4%,i,-7%,-7%
Cc1ccccc1NC(=O)c1cccc(S(=O)(=O)Oc2ccc([N+](=O)[O-])cc2)c1,5.6%,-7%,9%,-58*,2%,-36%,i,10%,-21%
Cc1noc(C)c1C(=O)Nc1ccc(Cl)cc1C(F)(F)F,-0.2%,-4%,0%,5,-1%,3%,i,11%,-2%
COc1ccc(CCNC(=O)C2CCN(S(C)(=O)=O)CC2)cc1,-0.8%,u,17%,32,6%,-14%,i,11%,7%
NC(=O)C1C2C=CC(C2)C1c1ccccc1 (stereo not given),-0.6%,-1%,-7%,3,-11%,-8%,i,2%,2%
O=C(O)CCCNc1cc(N2CCN(C3CCCCC3)CC2)c2noc3c2c1C(=O)c1ccccc1-3,-0.1%,x,u,x,5%,9%,i,-2%[9.27 µM],3%
Nc1cc(S(=O)(=O)Nc2ccc(Br)cc2)ccc1Cl,-0.6%,2%,u,-69*,1%,u,i,u,11µM*
O=S(=O)(c1ccc(NCCc2c[nH]c3ccccc23)nc1)N1CCOCC1,-0.6%,11%,0%,-13,-2%,2%,i,-2%,-25%
O=C(Nc1ccc([N+](=O)[O-])cn1)c1cccnc1,-0.1%,0%,-2%,-13,-4%,-7%,i,-18%,-10%
CSC1CCCCC1(O)CSc1nc2ccccc2o1 (stereo not given),3.0%,-6%,-3%,-10,41%[activator],3%,i,3%,-1%
Cc1ccc(C(=O)NCc2ccc3c(c2)OCO3)cc1C,2.9%,-1%,9%,u,x,-2%,i,u,-30%

# Screens deposited in PubChem BioAssay by National Center for Advancing Translational Sciences (NCATS).

# Outcome played no part in choosing rows; overall some 8.8% were active at least once.
